14-3-3 Bad PPI – inhibitors of 14-3-3 zeta/Bad binding, primary screen, biochemical, TR-FRET, bovine 14-3-3 zeta; 14-3-3 protein zeta/delta (Bos taurus), P63103; TR-FRET 14-3-3zeta/Dy647-pBad peptide displacement, 1 h; inhibition, % at 21.7 µM; hit rate 0.71% among 220,000; AID 781, 2007;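 active = inhibition above about 70%, limit read from the data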;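 also: 0% = full 14-3-3 plus peptide FRET controls and 100% = background without 14-3-3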
EP2 antag – human EP2 receptor antagonists, primary screen, TR-FRET cAMP, C6 glioma cells; AID 1422, 2008; C6 glioma cells expressing human EP2; cells stimulated with saturating PGE2; Prostaglandin E2 receptor EP2 subtype (Homo sapiens), P43116; inhibition, % at 25 µM; hit rate 0.52% among 260,000;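 active = percent inhibition above 40 after rounding to a whole number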;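 also: rat C6 glioma host cells with rolipram phosphodiesterase inhibitor present; the protocol text gives 20 µM as final concentration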
TbHK1 inh – Trypanosoma brucei hexokinase 1 inhibitors, primary screen, biochemical, G6PDH-coupled NADH absorbance, MLSCN library; hexokinase 1 [Trypanosoma brucei]; inhibition, % at 10 µM; hit rate 0.11% among 220,000; recombinant TbHK1, G6PDH-coupled NADH A340;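 active = inhibition of 50% or more in the single-dose primary screen; inactive = inhibition below 50%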
m-calpain inh – inhibitors of pig calpain II, primary screen, biochemical, fluorogenic peptide substrate, 1536-well; purified calpain II, 30 min; hit rate 0.37% among 220,000; inhibition, % at 16 µM;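 active = inhibition above about 50%, limit read from the data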
Hck Nef HTS – inhibitors of Nef-activated human Hck kinase, primary screen, biochemical, Z-Lyte FRET, 384-well, Hck-YEEI; Tyrosine-protein kinase HCK (Homo sapiens), P08631; Recombinant Hck-YEEI plus Nef, Z-Lyte FRET kinase assay; inhibition, % at 20 µM; hit rate 0.68% among 220,000; AID 463187, 2010;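 active = Hck-Nef kinase inhibition above about 50%, limit read from the data; inactive = inhibition below that limit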;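 also: 0% = DMSO with Hck plus Nef and 100% = Hck alone without Nef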
Target sequence (P08631 whole entry, looked up): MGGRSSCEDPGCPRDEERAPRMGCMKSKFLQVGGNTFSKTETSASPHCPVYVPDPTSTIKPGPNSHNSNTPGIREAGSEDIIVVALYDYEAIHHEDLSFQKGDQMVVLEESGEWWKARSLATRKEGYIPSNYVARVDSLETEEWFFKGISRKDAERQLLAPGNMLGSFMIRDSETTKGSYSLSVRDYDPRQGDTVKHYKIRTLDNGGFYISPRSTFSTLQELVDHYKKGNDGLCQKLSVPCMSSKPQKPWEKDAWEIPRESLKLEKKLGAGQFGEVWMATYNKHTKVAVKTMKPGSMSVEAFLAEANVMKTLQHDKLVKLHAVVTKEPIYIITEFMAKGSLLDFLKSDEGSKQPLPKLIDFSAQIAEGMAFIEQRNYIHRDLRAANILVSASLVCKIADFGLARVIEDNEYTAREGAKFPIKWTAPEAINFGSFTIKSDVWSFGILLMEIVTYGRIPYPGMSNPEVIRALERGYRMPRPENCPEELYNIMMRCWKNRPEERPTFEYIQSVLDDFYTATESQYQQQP
zVAD death inh – inhibitors of zVAD-triggered necroptosis, primary screen, L929 cells; L929 zVAD necroptosis rescue, ATP luminescence, 24 h; with zVAD 60 µM; viability rescue, % at 10 µM; hit rate 0.38% among 220,000;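 active = activation, scaled between plate controls, above about 75%, limit read from the data; inactive = activation under that limit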;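 also: 0% = zVAD with DMSO and 100% = DMSO alone without zVAD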
eIF4E 4G PPI – eIF4E–eIF4G protein interaction inhibitors, primary screen, biochemical, uHTS, TR-FRET, eIF4GI fragment; TR-FRET eIF4E-eIF4GI(517-606) binding, 2 h; Eukaryotic translation initiation factor 4E (Mus musculus) + Eukaryotic translation …; hit rate 0.37% among 220,000; inhibition, % at 21.7 µM;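 active = inhibition above about 30%, limit read from the data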;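 also: 0% = full FRET control wells and 100% = background wells lacking eIF4GI fragment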
EP2 mod – EP2 receptor modulators, cAMP readout, primary screen, cell-based, HTRF cAMP, PGE2 stimulation | EP2-expressing cells, cAMP HTRF FRET, PGE2 co-stimulation | induction, % at 25 µM | hit rate 0.83% among 260,000;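 active = compounds whose cAMP rise, as percent of the full-agonist control response, exceeds 60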;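 also: rat C6 glioma line stably carrying human EP2 under a CMV promoter; the protocol text gives 20 µM as final concentration; 100% = response of wells given 1 µM PGE2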
Rad51 HR inh – human RAD51 strand exchange inhibitors, primary screen, biochemical, fluorescence; hRad51 DNA strand exchange, fluorescence dequenching; AID 1385, 2008; hit rate 0.085% among 200,000; inhibition, % at 10 µM;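 active = inhibition above 40% at the single screening dose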;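 also: 0% = DMSO control wells and 100% = blanks with heterologous ssDNA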
Target sequence (Q06609 whole entry, looked up): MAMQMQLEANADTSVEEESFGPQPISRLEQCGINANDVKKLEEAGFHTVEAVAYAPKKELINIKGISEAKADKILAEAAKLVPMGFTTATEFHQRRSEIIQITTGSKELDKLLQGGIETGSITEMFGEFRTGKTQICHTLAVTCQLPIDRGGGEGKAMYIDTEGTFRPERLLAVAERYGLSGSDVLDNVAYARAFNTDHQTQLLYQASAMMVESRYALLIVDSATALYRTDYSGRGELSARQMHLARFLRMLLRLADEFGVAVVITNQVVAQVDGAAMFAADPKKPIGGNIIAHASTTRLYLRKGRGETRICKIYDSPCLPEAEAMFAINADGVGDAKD
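Material: human Rad51–ssDNA filaments; Probe or stimulus: labelled 47-mer dsDNA for strand exchange; Doses: single 10 µM dose; Incubation: 37 °C 15-min filament assembly, 30-min compound preincubation, 15-min exchange; Technique: FRET fluorescence dequenching, excitation 485 nm, emission 520 nm; Measure: Fluorescence-based percent inhibition, control- and blank-normalised; Benchmarks: plate control and blank wells.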
Starred values were filed as active, the others as inactive; i = inactive; x = no result given; [ ] = another dose, or the depositor's remark. Not all compounds are listed; rates above refer to the full screens.

Short keys – A = 14-3-3 Bad PPI; B = EP2 antag; C = TbHK1 inh; D = m-calpain inh; E = Hck Nef HTS; F = zVAD death inh; G = eIF4E 4G PPI; H = EP2 mod; I = Rad51 HR inh
#1 O=C(CN1C(=O)CCS(=O)(=O)c2ccccc21)NCc1ccc2c(c1)OCO2
  A: 14; B: 16; C: 2; D: -9; E: 2; F: 1.2; G: 1; H: 13; I: -3

#2 CCOC(=O)Cn1c(N2CCCCCC2)nc2c1c(=O)[nH]c(=O)n2C
  A: -25; B: 12; C: 9; D: 36; E: 3; F: -0.2; G: 9; H: 17; I: 6

#3 O=C(Nc1cccc(F)c1)c1ccccc1-c1ccccc1
  A: 3; B: 3; C: 2; D: 5; E: -1; F: -0.1; G: -4[fluorescence artefact?]; H: 5; I: 2

#4 COc1ccc(C2C3=C(CC(C)(C)CC3=O)Nc3n[nH]c(C)c32)cc1 (stereo not drawn)
  A: -4; B: 5; C: -27; D: i; E: -7; F: -1.2; G: 7[fluorescence artefact?]; H: 13; I: -12

#5 O=C1CN(C(=O)c2ccco2)C(c2ccc(F)cc2)c2cc(Cl)ccc2N1 (stereo not drawn)
  A: x; B: 9; C: 0; D: x; E: -2; F: -0.6; G: x; H: x; I: -2

#6 CC1=NN(c2cccc(C(=O)O)c2)C(=O)/C1=C\C=C\c1ccco1
  A: 27; B: x; C: 22; D: 12; E: 18; F: -0.8; G: 21; H: 34; I: x

#7 OC(CNCCCN1CCCCC1)COc1ccccc1 (stereo not drawn)
  A: 10[fluorescence artefact?]; B: 12; C: -3; D: -31; E: 2; F: 21; G: 2[fluorescence artefact?]; H: -8; I: 8

#8 CCCN1Cc2cccc(C(=O)NC3CCCC3)c2C1=O
  A: 4; B: 23; C: 0; D: -46; E: 17; F: -1.1; G: 0; H: -4; I: 3

#9 COc1ccc2c(c1)c(CC(=O)Nc1ccc(C(C)=O)cc1)c(C)n2C(=O)c1ccc(Cl)cc1
  A: -9; B: 5; C: -22; D: -34; E: 2; F: 1.3; G: -2[fluorescence artefact?]; H: -5; I: 7

#10 COc1cccc(NC(=S)NNC(=O)Cn2nc(C(F)(F)F)cc2C)c1
  A: -1; B: 9; C: 1; D: -2; E: 1; F: 0.9; G: 3; H: 7; I: 1

#11 CCc1cc2c3c(c1)/C(=C1/SC(N)=NC1=O)C(=O)N3C(C)(C)C=C2C
  A: -7; B: 1; C: -16; D: -24; E: 3; F: 1.2; G: -16; H: 6; I: 7

#12 Cc1cccc(-n2ncc(C#N)c2-n2cccc2)c1
  A: 11; B: 7; C: 9; D: 1; E: 2; F: -0.3; G: 3; H: 57; I: 1

#13 Oc1ccc2cccnc2c1
  A: 10; B: 7; C: -2; D: -393; E: 0; F: 0.5; G: -5; H: -13; I: 7

#14 Cc1cccc(N2CCN(C(=O)c3ccc(N4CCCC4=O)cc3)CC2)c1C
  A: -3; B: x; C: -2; D: -38; E: 3; F: 0.3; G: 4; H: -26; I: x

#15 CC(C)(C)c1ccc(/C=N/OCC(=O)NCc2ccccc2)cc1
  A: -1[fluorescence artefact?]; B: 6; C: 4; D: 16; E: 9; F: x; G: 0; H: 20; I: -30

#16 O=C(Nc1nnc(SCc2ccccc2F)s1)c1ccco1
  A: 52[fluorescence artefact?]; B: 1; C: -8; D: 9; E: 3; F: 0.2; G: 2; H: 6; I: -11

#17 COC(=O)[C@H](CCSC)NC(=O)Nc1ccc(C(C)=O)cc1
  A: -8; B: 8; C: -4; D: 0; E: -3; F: -0.2; G: 3; H: 22; I: -6

#18 CCc1nc(NC2CCCCC2)c(C#N)c2c1COC(C)(C)C2
  A: -6; B: 7; C: 22; D: -86; E: -1; F: -0.4; G: 3; H: 62*; I: -3

#19 CCOC(=O)c1ccc(NC(=S)N(CCCN2CCCCC2)Cc2ccco2)cc1
  A: -3; B: 8; C: 3; D: 12; E: 2; F: 1.1; G: -2[fluorescence artefact?]; H: -27; I: 0

#20 CCCn1c(O)c(N=N)c2ccccc21
  A: -5; B: 3; C: -12; D: -4; E: 25; F: 7.3; G: 1; H: 20; I: -4

#21 OCCCCNCc1cc(Br)ccc1OCc1ccccc1F
  A: 1; B: 3; C: 3; D: -13; E: -21; F: 0.4; G: 2; H: -5; I: x

#22 Cc1ccc(C)c(N2CCN(C(=O)C3CCN(S(=O)(=O)c4cccc5nsnc45)CC3)CC2)c1
  A: -11; B: x; C: 9; D: -68; E: 2; F: 0.1; G: -3; H: -33; I: x

#23 COCCSc1ccccc1C(=O)N1CCC(Cc2ccccc2)CC1
  A: -3; B: 1; C: 0; D: 16; E: -8; F: 2.1; G: -1; H: 27; I: 0

#24 O=C(N/N=C/c1ccc[nH]1)c1cccc(Br)c1
  A: -9; B: 6; C: -35; D: 31; E: 1; F: 0.4; G: -6; H: -3; I: 2

#25 Cc1cc(C(F)F)n2nc(C(=O)Nc3c(F)cc(F)cc3Br)nc2n1
  A: -12; B: 6; C: 2; D: 8; E: 9; F: -1.2; G: 3; H: -3; I: -3

#26 CC1CCN(C(=O)CNS(=O)(=O)c2ccc(Br)s2)CC1
  A: 1; B: 10; C: -11; D: -13; E: 1; F: -0.3; G: -1; H: 26; I: 4

#27 COc1ccccc1NC(=S)N(CCN1CCOCC1)Cc1ccccc1F
  A: -1; B: 6; C: 5; D: 31; E: -17; F: -0.7; G: -2; H: 10; I: -2

#28 Cc1ccccc1-c1nnn(Cc2ccc(-c3nn[nH]n3)cc2)n1
  A: -8; B: 7; C: -6; D: -7; E: 1; F: 0.7; G: -1; H: 11; I: 11

#29 O=C(CSc1nnc2n(C3CCCCC3)c(=O)c3ccccc3n12)OC1CCCCC1
  A: -1; B: 4; C: 1; D: 19; E: 2; F: -0.2; G: -10[fluorescence artefact?]; H: 30; I: 0

#30 COc1cc2[nH]c(=S)n(Cc3ccccc3)c(=O)c2cc1OC
  A: 1; B: 11; C: -5; D: 1; E: 13; F: -0.2; G: -2; H: -3; I: 4

#31 CC(=O)N1CC(=O)N=C1SCC(=O)Nc1nc(C)c(-c2ccccc2)s1
  A: -15; B: 2; C: 2; D: -27; E: 6; F: 16; G: -2; H: 7; I: -7

#32 CC(C)(C)NC(=O)CSc1nc(N)c(NC(=O)c2ccccc2F)c(=O)[nH]1
  A: -17; B: 6; C: 3; D: 15; E: -12; F: 1.8; G: -4; H: 29; I: 4

#33 O=C(NCc1ccco1)c1cccnc1Cl
  A: 2; B: 7; C: 0; D: -16; E: 3; F: -0.5; G: 19; H: 16; I: 6

#34 Oc1c(Br)cc(Br)cc1C=Nc1ccc2c(c1)OCO2
  A: -4; B: 24; C: -7; D: -25; E: 3; F: 0.6; G: 1; H: 6; I: -54

#35 CCOC(=O)c1cnc(-n2nc(C)cc2C)[nH]c1=O
  A: 2; B: 4; C: -5; D: 2; E: 17; F: 0.2; G: -6; H: 23; I: 9

#36 Cc1cccc(NC(=O)COC(=O)Cc2cccc(C(F)(F)F)c2)c1C
  A: 5; B: 11; C: 1; D: 0; E: 2; F: -0.1; G: 3; H: 8; I: 6

#37 COc1ccc(C(=O)Nc2ccc(S(=O)(=O)Nc3nccnc3OC)cc2)cc1
  A: 26; B: 11; C: -14; D: 27; E: 3; F: 1.0; G: 7; H: -2; I: -6

#38 COc1ccc2[nH]c(=O)c(CN(C(=O)c3cccnc3)c3ccccc3)cc2c1
  A: 2; B: 9; C: -20; D: -140; E: 4; F: 0.3; G: 4; H: 2; I: -1

#39 O=c1c2ccccc2ncn1-c1cccc(Cl)c1
  A: 0; B: 9; C: 5; D: 16; E: 13; F: 0.5; G: -3[fluorescence artefact?]; H: 7; I: -3

#40 Cc1ccccc1-n1nc(C)c2c1N=C1C(Cl)=CC(Cl)=CN1C2c1ccc(C(=O)O)cc1 (stereo not drawn)
  A: -5; B: 15; C: -2; D: -22; E: 12; F: 0.1; G: 7; H: 35; I: 12

Copied from the list.
Value of entry 33 under Hck Nef HTS: 3
Value of entry 36 under zVAD death inh: -0.1
Value of entry 39 under EP2 mod: 7

2 records picked at random from those above, as already listed:
Short keys – A = 14-3-3 Bad PPI; B = EP2 antag; C = TbHK1 inh; D = m-calpain inh; E = Hck Nef HTS; F = zVAD death inh; G = eIF4E 4G PPI; H = EP2 mod; I = Rad51 HR inh
#6 CC1=NN(c2cccc(C(=O)O)c2)C(=O)/C1=C\C=C\c1ccco1
  A: 27; B: x; C: 22; D: 12; E: 18; F: -0.8; G: 21; H: 34; I: x

#9 COc1ccc2c(c1)c(CC(=O)Nc1ccc(C(C)=O)cc1)c(C)n2C(=O)c1ccc(Cl)cc1
  A: -9; B: 5; C: -22; D: -34; E: 2; F: 1.3; G: -2[fluorescence artefact?]; H: -5; I: 7

Further structures
Short keys – A = 14-3-3 Bad PPI; B = EP2 antag; C = TbHK1 inh; D = m-calpain inh; E = Hck Nef HTS; F = zVAD death inh; G = eIF4E 4G PPI; H = EP2 mod; I = Rad51 HR inh
#41 O=C(COc1ccccc1)Nc1ccc2[nH]c(=O)[nH]c2c1
  A: -5; B: 12; C: -7; D: -30; E: 10; F: 76*; G: -1; H: 0; I: -3

#42 Cc1nnc(SCc2nc3scc(-c4ccccc4)c3c(=O)[nH]2)s1
  A: -10; B: 9; C: -13; D: 0; E: 19; F: -0.1; G: -2; H: 1; I: x

#43 O=C(Cc1ccc([N+](=O)[O-])cc1)c1ccc(O)cc1O
  A: -2; B: 9; C: -64; D: 7; E: 14; F: 0.5; G: -3; H: -5; I: x

#44 COc1ccc(/C=N/n2cnc3c([nH]c4ccc(F)cc43)c2=O)cc1CSc1ccccn1
  A: 26; B: 5; C: -7; D: 29; E: 37; F: 0.2; G: -3; H: 12; I: 2

Gathered by group, those above containing a furan ring, fused or not.
Short keys – A = 14-3-3 Bad PPI; B = EP2 antag; C = TbHK1 inh; D = m-calpain inh; E = Hck Nef HTS; F = zVAD death inh; G = eIF4E 4G PPI; H = EP2 mod; I = Rad51 HR inh
#5 O=C1CN(C(=O)c2ccco2)C(c2ccc(F)cc2)c2cc(Cl)ccc2N1 (stereo not drawn)
  A: x; B: 9; C: 0; D: x; E: -2; F: -0.6; G: x; H: x; I: -2

#6 CC1=NN(c2cccc(C(=O)O)c2)C(=O)/C1=C\C=C\c1ccco1
  A: 27; B: x; C: 22; D: 12; E: 18; F: -0.8; G: 21; H: 34; I: x

#16 O=C(Nc1nnc(SCc2ccccc2F)s1)c1ccco1
  A: 52[fluorescence artefact?]; B: 1; C: -8; D: 9; E: 3; F: 0.2; G: 2; H: 6; I: -11

#19 CCOC(=O)c1ccc(NC(=S)N(CCCN2CCCCC2)Cc2ccco2)cc1
  A: -3; B: 8; C: 3; D: 12; E: 2; F: 1.1; G: -2[fluorescence artefact?]; H: -27; I: 0

#33 O=C(NCc1ccco1)c1cccnc1Cl
  A: 2; B: 7; C: 0; D: -16; E: 3; F: -0.5; G: 19; H: 16; I: 6

Screening data deposited in PubChem by several laboratories.
